Screening data as filed in PubChem BioAssay.
ERK EGF inh: EGF-driven ERK pathway inhibition | HEK293-V1b, EGF-stimulated phospho-ERK AlphaScreen | Potency, µM (doses to about 11.5 µM), without a hit: at the top dose activity change, negative = inhibition, most hits filed as inhibitors | 0.41% of 130,000 active | AID 1454; active means well fitted inhibition curve with a large enough effect; inconclusive means small, poorly fitted or top-dose-only effect, or effect the other way;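 further: plate controls were stimulated vehicle wells for no effect and unstimulated vehicle basal for full effect; nearly all actives have a fitted effect of over 55% in size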
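HEK293 cells stably expressing V1b receptor, serum-reduced (1% FBS) overnight, got compound for 30 min at 37C, then 25 nM EGF for 5 min. Lysate phospho-ERK read by AlphaScreen SureFire; AC50 from Hill fits.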
An asterisk follows results filed as active; ? = inconclusive; [ ] = another dose, or the depositor's remark. Potency means the concentration at half of the fitted maximal effect. A portion of the library; count on the stated rates, not on these rows.

SMILES | ERK EGF inh
O=C1C2C3C=CC(C3)C2C(=O)N1/N=C/c1ccc(-c2ccccc2[N+](=O)[O-])o1 (stereo not drawn) | -2%
Cc1ccc(Oc2c(C(N)=O)cc([N+](=O)[O-])cc2[N+](=O)[O-])cc1 | -4%
CSc1ccc(CNc2nnnn2C)cc1 | -1%
Cc1ccc[n+](C2C(c3ccc([N+](=O)[O-])cc3)C(C#N)=C([S-])NC2(O)C2CC2)c1 (stereo not drawn) | -11%
COc1ccc(-c2nnc(SCC(=O)NCC3CCCO3)n2C)cc1 (stereo not drawn) | 3%
Cc1ccc(C)c(N2CCN(C(=S)Nc3ccc4nc(N5CCOCC5)cc(C)c4c3)CC2)c1 | 5%
COc1ccc(-c2ccc3ccccc3n2)cc1 | -9%
COc1ccc(N(CCCN2C(=O)c3cccc4cccc(c34)C2=O)C(=O)c2cccc(OC)c2)cc1 | -10%
Cc1ccc(-c2nn(CCC(=O)NN3CCOCC3)c(=O)c3ccccc23)cc1 | -6%[57.5 µM]
COc1ccccc1C(=O)C1CCCN(C(=O)c2ccc3c(c2)OCCO3)C1 (stereo not drawn) | -3%
Cc1ccc(-c2cc(C(=O)Nc3c(C)n(C)n(-c4ccccc4)c3=O)[nH]n2)c(O)c1C | -3%[57.5 µM]
Cc1ccc(N2CCN(c3cc(C)nc4nc(C)nn34)CC2)c(C)c1 | 0%
Cc1cc(C)c2nc(SC3CCOC3=O)cc(C)c2c1 (stereo not drawn) | -8%
CSc1ncc(C(C)=O)c(C)n1 | 2%
CC(=O)c1sc(NC(=O)c2ccc(F)cc2)nc1-c1ccccc1 | -2%
O=C(NCc1ccco1)/C(=C\c1ccco1)NC(=O)c1ccco1 | 22%[57.5 µM]
Nc1ccc(S(=O)(=O)N2CCCC2C(=O)O)cc1 (stereo not drawn) | -2%[57.5 µM]
COc1cccc(CN(C)CC(=O)NC(=O)NCc2ccccc2)c1 | 0%
CCNc1nc(NCC)n2c(SCC(=O)c3ccccc3Cl)nnc2n1 | 4%
Cc1cc(N/N=C/c2ccccc2)nc(NCc2ccccc2)n1 | 2%
Fc1cccc(Cl)c1-c1nnc2ccc(C(F)(F)F)cn12 | 6%
Cc1ccc(NC(=O)Cc2nc(CCl)cs2)cc1 | 2%
COCC(C)n1c(SCC(=O)N(C)C2CCS(=O)(=O)C2)nc2ccccc2c1=O (stereo not drawn) | -2%
COc1ccc(C(CC(=O)O)NC(=O)c2cc3cc(Br)ccc3oc2=O)cc1OC (stereo not drawn) | ?
O=C(O)CSc1nc2c(c(C(F)(F)F)n1)CCCC2 | -1%[57.5 µM]
COc1ccc(-c2nnc(N(C)C(=O)C3CCCO3)s2)cc1 (stereo not drawn) | 6%
O=C(CSc1ncnc2[nH]ncc12)Nc1nc(-c2ccc(F)c(F)c2)cs1 | ?
C/C(Cc1ccccc1)=N/NC(=O)CNC(=O)C(c1ccccc1)c1ccccc1 | 2%[57.5 µM]
CC(=O)c1cccc(NC(=O)COC(=O)C2=COCCO2)c1 | -13%
CCOC(=O)C1CCCN(C2CC(=O)N(c3ccccc3)C2=O)C1 (stereo not drawn) | -9%
Oc1ccc(/C=N/NC(=S)Nc2cccnc2)cc1O | 6%
COc1ccc(Cl)cc1NC(=S)Nc1ccc(Cl)cn1 | 6%
O=C(CC1C(=O)NCCN1Cc1ccc(-c2ccccc2)cc1)NCCCn1cccn1 (stereo not drawn) | 1%
COc1ccccc1N1CCN(CC(=O)N2N=CCC2c2ccccc2)CC1 (stereo not drawn) | 6%
COC(=O)NNS(=O)(=O)c1ccc(C)cc1 | 1%
O=C(c1ccc([N+](=O)[O-])cc1)N1CCSC1c1cccc(Cl)c1 (stereo not drawn) | -3%
COc1ccccc1C(=O)NNC(=O)c1ccncc1 | -1%
COc1ccc(/C=C/C(=O)NC(=S)NNC(=O)c2cccnc2)cc1 | 5%
Oc1cccc(Oc2ncc(C(F)(F)F)cc2Cl)c1 | -4%
C=C1c2cc(C)ccc2NC(=O)N1c1ccccc1 | 5%
COc1ccc(S(=O)(=O)Oc2cccc(/C=N/N=C3/NC(=O)C(CC(=O)O)S3)c2)cc1 (stereo not drawn) | 1%[57.5 µM]
Cc1cccc(NCC(=O)N/N=C\c2c[nH]c3ccccc23)c1 | 2%
Cc1cc(C)cc(-n2c(C)c3c(C)nnc(C)c3c2C)c1 | -9%
O=C(NCc1ccncc1)C(=O)C1C(=O)Nc2ccccc21 (stereo not drawn) | -3%
CC(=O)CCn1cc([N+](=O)[O-])nc1C | 31%[57.5 µM]
O=C(COc1cc(F)ccc1[N+](=O)[O-])NCCCc1ccccc1 | -5%[57.5 µM]
CC(NC1CCCC1)c1ccccc1 (stereo not drawn) | 10%
O=C(N/N=C/c1ccc(O)cc1O)/C(=C/c1ccccc1)CCO | -13%
CCOc1cc(C)c(S(=O)(=O)N2CCCC2)cc1C | 2%
Cc1ccc(Cl)cc1N1CCN(c2cccc[n+]2C)CC1 | 7%
CCOP(=O)(OCC)C(Nc1cccc(C(F)(F)F)c1)c1ccc(Br)cc1 (stereo not drawn) | -3%
Cc1ccc(CSc2ncnc3c2cnn3-c2ccccc2)cc1 | 1%
Cc1ccc(C)c(NC(=O)CSc2ccc(-c3cccs3)nn2)c1 | -7%
Cn1c(COc2cccc3ccccc23)nnc1SCC(=O)OC1CCCCC1 | -8%[57.5 µM]
COc1ncc2nc(C)c(=O)n(C[C@H]3CCCO3)c2n1 | -1%
Nc1nc(Nc2cccc(Cl)c2)nc(NCCO)c1[N+](=O)[O-] | -1%[57.5 µM]
O=c1c2ccccc2[nH]c(=S)n1CCN1CCc2ccccc2C1 | -13%[57.5 µM]
CCn1c(=O)cc(OCC(=O)NCc2cccs2)c2ccccc21 | 2%
CC(=O)c1cccc(N=Nc2c(C)[nH]c3ccccc23)c1 | ?
CCOC(=O)c1nn(-c2ccc([N+](=O)[O-])cc2)cc1O | 0%[57.5 µM]

6 successive records already listed, quoted:
SMILES | ERK EGF inh
CCOP(=O)(OCC)C(Nc1cccc(C(F)(F)F)c1)c1ccc(Br)cc1 (stereo not drawn) | -3%
Cc1ccc(CSc2ncnc3c2cnn3-c2ccccc2)cc1 | 1%
Cc1ccc(C)c(NC(=O)CSc2ccc(-c3cccs3)nn2)c1 | -7%
Cn1c(COc2cccc3ccccc23)nnc1SCC(=O)OC1CCCCC1 | -8%[57.5 µM]
COc1ncc2nc(C)c(=O)n(C[C@H]3CCCO3)c2n1 | -1%
Nc1nc(Nc2cccc(Cl)c2)nc(NCCO)c1[N+](=O)[O-] | -1%[57.5 µM]

(further entries)
SMILES | ERK EGF inh
O=C(NCc1nnc(SCC(=O)N2CCOCC2)o1)c1c(F)cccc1Cl | 6%
CC(=O)Nc1sc(N/N=C/c2ccc(C)cc2)nc1-c1ccc(C)cc1 | -2%[57.5 µM]
CCCCC(=O)N(Cc1nc2sc(C)c(C)c2c(=O)[nH]1)C1CCCC1 | -10%
CCN1CCCc2cc(CN(CCN3CCOCC3)C(=S)Nc3cccc(C)c3)ccc21 | ?
CCC(C)NC(=O)CN1C(=O)NC2(CCc3ccccc3C2)C1=O (stereo not drawn) | 4%
O=C(O)c1ccc(/C=N/N2CCN(Cc3ccc(Cl)cc3)CC2)cc1 | -1%
COC(=O)c1cccc(NC(=O)c2ccc(OC)c(Cl)c2)c1 | 4%
CC(C)(C)NC(=O)CCSc1nnc(-c2ccco2)o1 | 1%
COC(=O)c1sc(NC(=S)NC(=O)c2ccc(F)cc2)nc1C | -2%
COc1ccc(NC(=O)c2ccc(S(=O)(=O)N(C)c3ccccc3)cc2)cn1 | 1%[57.5 µM]
CCCCC(=O)NC(=S)Nc1ccccc1N1CCCCC1 | 5%
O=C1OC(COc2ccc(Br)cc2)CN1c1ccccc1 (stereo not drawn) | 11%[57.5 µM]
O=[N+]([O-])c1ccc(Oc2ccc(Oc3ccc(C(F)(F)F)cn3)cc2)nc1 | 11%[57.5 µM]
O=C(NN1C(=O)c2ccccc2NC1c1ccoc1)c1ccccc1 (stereo not drawn) | 7%
Cc1noc(C)c1CCC(=O)O | -29%
O=C(c1cc([N+](=O)[O-])ccc1Cl)N1CCN(c2ccc(F)cc2)CC1 | -5%
CC(=O)NC1=NN(C(C)=O)C2(S1)C(=O)N(C(C)=O)c1ccc(C)cc12 (stereo not drawn) | 0%
FC(F)Oc1ccc(NC(=S)NCc2ccccc2)cc1 | -2%
O=C(NCC(c1cccs1)N1CCOCC1)c1ccc(Cl)c(S(=O)(=O)N2CCOCC2)c1 (stereo not drawn) | 1%[57.5 µM]
Cc1ccc(C(=O)Nc2nnc(SCC(=O)N3CCCc4ccccc43)s2)cc1 | 0%
COc1ccc(/C=N/NC(=O)C(C)n2cnc3ccccc3c2=O)cc1OC (stereo not drawn) | -3%
CCCOc1cccc(OCC(=O)Nc2nc3ccccc3[nH]2)c1 | -9%
NC(=O)c1ccc(Oc2cccc3cccnc23)c([N+](=O)[O-])c1 | -1%
Cc1ccc(C)c(NC(=O)C2CCCN2/C=C/C(=O)C(F)(F)F)c1 (stereo not drawn) | 0%
Cc1ccc2[nH]c(=O)c(CN(Cc3ccco3)C(=O)CN3CCCC(C)C3)cc2c1 (stereo not drawn) | 2%
O=C(CNC(=O)c1ccccc1Cl)N/N=C/c1ccc([N+](=O)[O-])s1 | 5%
Cc1cccc(CNc2ncnc3ccc(-c4ccc(C(=O)N(C)C)cc4)cc23)c1 | ?
CC(=O)c1c(C)[nH]c(C(=O)OCc2ccccc2F)c1C | 2%
COC(=O)C1C(c2ccc(OC)cc2)NC(=O)NC1(O)C(F)(F)Cl (stereo not drawn) | -7%
C(=N\N1CCN(c2ccccn2)CC1)/C1=C(N2CCOCC2)C(=C/c2ccccc2)/CC1 | ?
COC(=O)[C@H]1[C@H]2CC3c4[nH]c5ccccc5c4CCN3C[C@@H]2CC[C@@H]1O (stereo partly drawn) | -3%
COc1cccc(SCc2noc(C(=O)NCc3ccccc3)c2C(=O)NCc2ccccc2)c1 | -2%[57.5 µM]
CC(C)=C1C2CCC1C1C(=O)N(c3ccc(C)c(C)c3)C(=O)C21 (stereo not drawn) | 4%
CCN(CC)S(=O)(=O)c1ccc(N/N=C/c2ccccc2OCC(=O)O)c([N+](=O)[O-])c1 | -3%
O=C(CN(C(=O)c1ccccc1Cl)N1C(=O)CCCC1=O)c1ccc(Cl)cc1 | 4%
Cc1sc2nc(CSCC(=O)Nc3c(Cl)cccc3Cl)[nH]c(=O)c2c1C | 3%
O=C(O)c1ccc2c3c(cccc13)C(=O)N(OS(=O)(=O)c1ccccc1)C2=O | 8%
O=C(Nc1ccc(S(=O)(=O)NC2=NCCCCC2)cc1)c1ccc(C(F)(F)F)cc1 | ?
COc1ccc(-c2nnn(CC(=O)c3ccc4c(c3)OCCO4)n2)cc1OC | 3%
O=C(N/N=C/c1cn(-c2ccccc2)nc1-c1cc2ccccc2o1)c1ccccc1Br | 35%
COc1ccc(-c2cc(=O)oc3cc(OCC(=O)c4cccc([N+](=O)[O-])c4)ccc23)cc1 | 12%
O=C(CSc1n[nH]c(=O)[nH]c1=O)N/N=C/c1ccccc1O | 3%
O=C(O)CCNc1ccc(Cl)cc1 | -9%[57.5 µM]
CCc1ccc(OCC(=O)NNC(=O)Cc2cccs2)cc1 | 0%
O=C(O)c1cccc(NC(=O)c2cn(-c3ccccc3)nc2-c2cc3ccccc3o2)c1 | ?

4 of these compounds, set out differently.
> O=C(CN(C(=O)c1ccccc1Cl)N1C(=O)CCCC1=O)c1ccc(Cl)cc1
  ERK EGF inh: 4%

> Cc1sc2nc(CSCC(=O)Nc3c(Cl)cccc3Cl)[nH]c(=O)c2c1C
  ERK EGF inh: 3%

> O=C(O)c1ccc2c3c(cccc13)C(=O)N(OS(=O)(=O)c1ccccc1)C2=O
  ERK EGF inh: 8%

> O=C(Nc1ccc(S(=O)(=O)NC2=NCCCCC2)cc1)c1ccc(C(F)(F)F)cc1
  ERK EGF inh: ?

Additional compounds follow.
SMILES | ERK EGF inh
CCC(=O)c1ccc(OCC(=O)N(C)CC(=O)Nc2cccc(F)c2)cc1 | -3%
O=C(CN1C(=O)C2C3C=CC(C4CC34)C2C1=O)Nc1cccc2ncccc12 (stereo not drawn) | -8%
C/C(=N/NC(=O)CNC(=O)c1cccnc1)c1cccc([N+](=O)[O-])c1 | -11%
COc1ccc(C2CC(c3ccc(OC)cc3)n3nc(NS(C)(=O)=O)nc3N2)cc1 (stereo not drawn) | 13%[57.5 µM]
COc1cc(/C=N/O)ccc1OCc1ccc(Cl)cc1 | -11%
COc1cccc(/C=N/n2c(-c3n[nH]c4c3CCC4)n[nH]c2=S)c1O | -6%
COc1ccc(Cl)cc1C(=O)NNC1CC(=O)N(Cc2ccc(Cl)cc2)C1=O (stereo not drawn) | 2%
Cc1cccc(-n2c(O)c(C=Nc3ccccc3O)c3ccccc3c2=O)n1 | -9%[57.5 µM]
Cc1cc(=O)oc2cc(OC(=O)c3cncc(Br)c3)ccc12 | 5%
